CIT2 TOR yeast: modulators of CIT2-GFP expression in yeast, primary screen, S. cerevisiae, GFP fusion, multiplex flow cytometry, MLPCN library | S. cerevisiae CIT2-GFP strain, 3 h; 100 means same as DMSO wells | actives 0.065% (n = 320,000) | AID 2029, 2009 | GFP response vs DMSO, % at 10 µM;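 active = GFP response relative to DMSO above a set limit, near the screen mean plus 3 SD, cut at about 150% in these data; inconclusive = Fewer than 70 cells measured for a yeast strain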;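 also: ratio of well median GFP fluorescence to mean of DMSO wells on the plate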
RPL19A TOR yeast: RPL19A-GFP expression modulators in yeast, primary screen, cell-based, S. cerevisiae, multiplex flow cytometry, MLPCN; percent response vs DMSO, % at 10 µM; actives 0.3% (n = 330,000); S. cerevisiae RPL19A-GFP strain, 3 h; stronger effect = lower value;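 active = percent response vs DMSO below 50%; inconclusive = fewer than 70 events counted for the yeast strain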;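 also: median channel GFP fluorescence of the barcoded RPL19A-GFP strain; ratio of sample median GFP to plate DMSO average so 100% = DMSO; lower means less RPL19A-GFP as with rapamycin TOR inhibition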
AHR activator: AHR activators, primary screen, cell-based, luminescence, luciferase reporter, human | activation, % at 5 µM | AHR-responsive luciferase reporter cells | actives 2.5% (n = 320,000) | AID 2796, 2010 | Aryl hydrocarbon receptor (Homo sapiens), P35869; in the data active = activation above about 47%;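 also: 0% = vehicle wells and 100% = reference agonist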
Target sequence (P35869 whole entry, looked up): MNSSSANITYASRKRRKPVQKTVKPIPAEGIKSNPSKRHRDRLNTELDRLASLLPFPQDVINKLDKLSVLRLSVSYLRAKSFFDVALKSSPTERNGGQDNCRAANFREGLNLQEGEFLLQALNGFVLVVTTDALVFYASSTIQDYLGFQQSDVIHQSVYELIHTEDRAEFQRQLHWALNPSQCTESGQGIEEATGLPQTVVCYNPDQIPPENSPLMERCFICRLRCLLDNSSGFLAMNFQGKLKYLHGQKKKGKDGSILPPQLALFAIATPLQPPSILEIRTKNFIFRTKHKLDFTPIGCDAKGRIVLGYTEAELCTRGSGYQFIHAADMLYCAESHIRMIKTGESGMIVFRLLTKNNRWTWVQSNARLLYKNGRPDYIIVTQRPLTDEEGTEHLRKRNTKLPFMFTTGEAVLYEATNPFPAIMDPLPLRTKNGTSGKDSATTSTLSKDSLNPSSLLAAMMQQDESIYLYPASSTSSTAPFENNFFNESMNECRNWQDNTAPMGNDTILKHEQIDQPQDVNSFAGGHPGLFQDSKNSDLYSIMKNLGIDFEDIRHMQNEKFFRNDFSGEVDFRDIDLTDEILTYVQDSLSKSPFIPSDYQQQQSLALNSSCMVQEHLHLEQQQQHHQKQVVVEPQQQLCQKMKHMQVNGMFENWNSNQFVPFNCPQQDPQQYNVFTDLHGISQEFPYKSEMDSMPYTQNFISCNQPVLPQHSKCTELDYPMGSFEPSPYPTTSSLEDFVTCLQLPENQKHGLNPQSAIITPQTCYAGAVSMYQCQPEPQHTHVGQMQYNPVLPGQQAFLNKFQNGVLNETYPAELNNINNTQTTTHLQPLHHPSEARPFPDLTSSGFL
MEP2 TOR yeast: modulators of MEP2-GFP levels in yeast, primary screen, S. cerevisiae, multiplex flow cytometry, MLPCN library | S. cerevisiae MEP2-GFP strain, 3 h; 100% = DMSO control level | GFP response vs DMSO, % at 10 µM | actives 0.51% (n = 330,000) | AID 2016, 2009;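 active = GFP response versus DMSO above a set limit, roughly screen mean plus 3 SD, cut at about 180% in these data; inconclusive = fewer than 70 cells counted for a yeast strain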;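 also: median GFP fluorescence of the barcode-gated MEP2-GFP cells per well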
AGP1-GFP MLPCN: modulators of AGP1-GFP expression in yeast TOR pathway, primary screen, cell-based, multiplex flow cytometry, S. cerevisiae, MLPCN library; 3 h; GFP as percent of DMSO wells; GFP response vs DMSO, % at 10 µM; actives 0.02% (n = 320,000);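 active = GFP response relative to DMSO above a set limit, near screen average plus 3 SD, cut at about 150% in these data; inconclusive = fewer than 70 cells counted for the yeast strain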;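 also: median GFP channel fluorescence of the gated AGP1 strain per well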
Efflux pump mplx: inhibitors of Candida efflux pumps in yeast, primary screen, S. cerevisiae, Nile Red, multiplex. S. cerevisiae Candida pump triplex. inhibition, % at 10 µM. actives 0.44% (n = 330,000). AID 485275, 2010;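 active = plate passing quality check with inhibition over a set limit, or well fluorescence over plate mean plus 4 SD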;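 also: Nile Red retained in pooled yeast measured as flow cytometry median fluorescence; 0% = buffer negative control and 100% = Enniatin B positive control; higher means more Nile Red kept so more efflux inhibition; some compounds called inactive have numbers as strong as hits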
LAP4-GFP MLPCN: modulators of LAP4-GFP expression in yeast, primary screen, S. cerevisiae, multiplex flow cytometry, MLPCN library; 3 h; median GFP as percent of DMSO wells; GFP response vs DMSO, % at 10 µM; actives 0.34% (n = 320,000);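 active = GFP response vs DMSO above a set limit, about the screen mean plus 3 SD, cut at about 150% in these data; inconclusive = under 70 cell events counted for the yeast strain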
Yeast superoxide: reduction of superoxide in aged yeast, primary screen, HTS; S. cerevisiae aged cells, superoxide DHE fluorescence; stronger effect = lower value; superoxide response (% of plate mean), % at 10 µM; actives 0.18% (n = 330,000);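 active = superoxide response under a set limit, about three screen SD below normal, cut at about 65% in these data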;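 also: yeast aged for seven days with compound at 30 °C before DHE staining; 100% = average MFI of all compound-treated wells on the plate with controls excluded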
Starred values were filed as active, the others as inactive; ? = inconclusive; nt = no result given; [ ] = dose if it differs, or a comment.

SMILES | CIT2 TOR yeast | RPL19A TOR yeast | AHR activator | MEP2 TOR yeast | AGP1-GFP MLPCN | Efflux pump mplx | LAP4-GFP MLPCN | Yeast superoxide
C=CCC(C)(NCc1ccccc1)c1ccccc1 (configuration not stated) | 95 | 99 | 7 | 106 | 109 | 0.0 | 96 | 99
O=C1OCC/C1=C\c1ccc(O)cc1 | 83 | 82 | 3 | 91 | 88 | 0.0 | nt | 91
Oc1cccc(C2c3[nH]c4ccccc4c3CCN2Cc2ccoc2)c1 (configuration not stated) | 94 | 96 | 22 | 106 | 92 | 0.1 | 90 | 80
Fc1ccc(NC(=S)N2CCCC2)cc1Cl | 90 | 101 | 3 | 93 | 98 | 0.5 | 108 | 86
COc1ccc2oc(-c3ccccc3)c(C(=O)N(C)C)c2c1 | 106 | 102 | 10 | 110 | 94 | 0.2 | 94 | 107
Fc1ccc(NC(=S)NNc2ncc(C(F)(F)F)cc2Cl)c(F)c1 | 87 | 97 | 11 | 97 | 101 | 0.0 | 100 | 99
CCOC(=O)C1=C(N)N2C(=O)C(C)SC2=C(C(=O)OCC)C1c1ccccc1 (configuration not stated) | 99 | 98 | 1 | 105 | 106 | 0.0 | 96 | 87
COC(=O)C1=C(C)NC(C)=C(C(=O)OC)C1C(=O)OCCN1C(=O)c2ccccc2C1=O | 107 | 97 | 3 | 101 | 100 | -0.1 | 92 | 84
COC(=O)c1ccccc1NC(=O)CSCC(=O)Nc1ccccc1 | 101 | 98 | 0 | 99 | 91 | 0.0 | 79 | 97
Cc1ccccc1NC(=O)C(C)c1ccc(-c2ccccc2)c(F)c1 (configuration not stated) | 98 | 95 | 0 | 100 | 98 | -0.1 | 100 | 100
Cc1ccc(NC(=O)Cc2cc(C(=O)O)c3ccccc3n2)c(C)c1 | 96 | 94 | 7 | 98 | 97 | 0.1 | 109 | 103
Cc1nn2c(=O)cc(COC(=O)c3ccc(NC(=O)C(C)(C)C)cc3)nc2s1 | 109 | 106 | -1 | 109 | 108 | -0.3 | 114 | 93
C=CCN1C(=O)C(=O)N(CC(=O)c2ccc3c(c2)CCCC3)C1=O | 93 | 96 | 2 | 98 | 97 | 0.1 | 103 | 99
CN1CCN(C(=O)CCN2C(=O)/C(=C/c3cccc(Br)c3)SC2=S)CC1 | ? | 91[may fluoresce violet] | 2 | 170[may fluoresce violet] | 14[may fluoresce violet] | 0.5 | 101[may fluoresce violet] | 94
COc1ccc(/C=C/C(=O)NCCNC(=O)c2ccccc2)cc1OC | 99 | 103 | 4 | 104 | 99 | -0.1 | 96 | 99
Cn1nc(-c2ccccc2)c(CO)c1Oc1cccc(C(F)(F)F)c1 | 100 | 96 | 0 | 98 | 100 | 0.0 | 97 | 92
O=C(Nc1ccccc1F)NC1CCCc2ccccc21 (configuration not stated) | 99 | 96 | -1 | 102 | 104 | 0.0 | 112 | 81
Cc1ccc2cc(CCNS(=O)(=O)c3ccc(F)cc3)c(=O)[nH]c2c1 | 94 | 101 | 1 | 99 | 97 | -0.1 | 100 | 97
CC(C)(C)c1ccc(C2=CSC3=NCCN23)cc1 | 103 | 99 | 13 | 99 | 96 | -0.1 | 83 | 100
O=C(OCC(=O)c1c[nH]c2ccccc12)c1cccc(S(=O)(=O)N2CCCCCC2)c1 | 109 | 104 | 15 | 113 | 101 | 0.0 | 112 | 91
CCNc1nc(Oc2ccc(C(=O)OCC)cc2)nc(N2CCOCC2)n1 | 95 | 100 | -2 | 98 | 105 | 0.0 | 105 | 94
CC(C)Oc1ccc(Oc2ccc(C(F)(F)F)cn2)cc1 | 87 | 95 | 2 | 84 | 95 | 0.2 | 94 | 93
O=[N+]([O-])c1ccc(-c2nc(NCc3ccccc3)c3ccccc3n2)cc1 | 97[may fluoresce red] | ? | -3 | 79[may fluoresce red] | 88[may fluoresce red] | -0.1 | ? | 67
CC1CCN(C(=O)COC(=O)c2cc(Cl)c3c(c2)OCO3)CC1 | 108 | 100 | 0 | 109 | 106 | -0.1 | 105 | 103
COc1ccc(CN(C)C(=O)Cn2ccc(N)nc2=O)cc1OC | 94 | 94 | -2 | 98 | 98 | 0.1 | 95 | 98
CCOc1ccc(S(=O)(=O)NCc2ccc(C)cc2)c2cccnc12 | 120 | 109 | 4 | 107 | 103 | 0.0 | 98 | 99
CC(C)Nc1nnc(Sc2ccc(Cl)cc2[N+](=O)[O-])s1 | 95 | 95 | 0 | 106 | 90 | 0.0 | 94 | 123
Cc1ccc2cccc(OC(=O)c3ccc4c(c3)OCCO4)c2n1 | 105 | 101 | 1 | 109 | 102 | -0.1 | 102 | 99
O=C(CCNS(=O)(=O)c1ccc(Cl)cc1)N1CCCCCC1 | nt | 108 | -2 | 105 | 95 | 0.0 | 83 | 72
CCn1c(SCC(=O)Nc2ncc(C(F)(F)F)cc2Cl)nnc1-c1ccccc1 | 102 | 103 | 4 | 109 | 102 | 0.1 | 99 | 104
COc1cc(S(=O)(=O)N2CCOCC2)c(OC)c(S(=O)(=O)N2CCOCC2)c1 | 93 | 98 | -2 | 100 | 99 | 0.1 | 99 | 97
CCC(c1nnnn1Cc1cccs1)N1CCN(C2CCCC2)CC1 (configuration not stated) | 100 | 99 | 1 | 107 | 101 | 0.0 | 102 | 102
C=CCn1c(-c2ccc3[nH]c(C)c(C)c3c2)n[nH]c1=S | 98 | 99 | 10 | 105 | 100 | 0.1 | 105 | 103
CCOC(=O)c1cnc(SCC(=O)Nc2ccc(N3CCOCC3)c(Cl)c2)nc1N | 98 | 96 | 0 | 102 | 96 | 0.1 | 102 | 103
Cc1noc2ncnc(Oc3ccccc3Cl)c12 | 101 | 115 | -1 | 111 | 115 | 0.0 | 105 | 100
CCC(=O)NC(=S)NNC(=O)COc1ccc(Br)cc1 | 93 | 101 | 4 | 94 | 99 | 0.1 | 128 | 132
CCOC(=O)Cn1c(-c2cccnc2Cl)nc2ccccc21 | ? | ? | 1 | ? | ? | -0.2 | ? | 87
Cc1c(C(=O)N2CCCCC2)c(S(=O)(=O)Nc2ccc(F)cc2F)c(C)n1C | 103 | 94 | 1 | 84 | 98 | 0.0 | 82 | 94
Cc1ccc(CNC(=O)C2CC(=O)N(C3CCCCCCC3)C2)cc1 (configuration not stated) | 104 | 98 | 2 | 115 | 75 | 0.2 | 105 | 107
NC(=O)c1ccsc1NC(=O)C1CCCCC1 | 87 | 103 | 7 | 91 | 92 | 0.0 | 99 | 109
CCOc1ccc(NC(=O)CCNc2c(N3CCCC3)c(=O)c2=O)cc1 | 103 | 99 | 2 | 97 | nt | -0.1 | 107 | 96
Cc1cnn(C(=S)NCc2ccc(Cl)cc2)c1 | 95 | 109 | -1 | 107 | 112 | -0.1 | 93 | 101
CC(C)Oc1ccc(NC(N)=O)cc1 | 104 | 86 | 3 | 98 | 90 | 0.0 | 89 | 104
CC(C)Oc1ccc(C(=O)Nc2ccc(Cl)c(S(=O)(=O)Nc3ccc(Cl)cc3)c2)cc1 | 91 | 101 | 14 | 87 | 101 | 0.3 | 90 | 94
CS(=O)(=O)Cc1nc2ccccc2oc1=O | 111 | 100 | 33 | 106 | 99 | -0.1 | 97 | 98
Cc1cc(Oc2ccc(N)cn2)ccc1Cl | 90 | 96 | 0 | 98 | 100 | 0.1 | 118 | 85
Cc1c(/C=C/C(=O)c2ccc(C(C)C)cc2)cnn1C | 95 | 94 | -3 | 96 | 89 | -0.1 | 100 | 108
CCOC(=O)c1c(NC(=O)CSc2nnc3c(n2)[nH]c2ccc(F)cc23)sc(C(C)=O)c1C | 103 | 105 | -1 | 104 | 105 | 0.2 | 111 | 109
CCOc1ccccc1N1CCN(Cc2cccc(OC)c2O)CC1 | 115 | 104 | 0 | 108 | 108 | -0.2 | 107 | 123
Cc1ccc(C2OC3=C(C(=O)CC(C)(C)C3)C(N)=C2C#N)o1 (configuration not stated) | 102 | 97 | 1 | 99 | 100 | 0.1 | 106 | 96
CCc1ccc(NC(=O)Nc2c(C)n(C)n(-c3ccccc3)c2=O)cc1 | 87 | 90 | 5 | 92 | 89 | -0.2 | 85 | 95
Cc1nn(-c2ccccc2)c(Cl)c1/C=N/NC(=O)c1[nH]ncc1Br | 103 | 100 | -8 | 103 | 104 | 0.0 | 93 | 89
Nc1nc(Cl)cc(Nc2ccccc2Cl)n1 | 99 | 106 | 6 | 108 | 104 | 0.0 | 94 | 96
CCCCn1c2nc3ccccc3nc2c2c(=O)n(CCC)cnc21 | 99 | 91 | 0 | 89 | nt | -0.1 | 93 | 100
CCCNc1nc(Cl)nc(Nc2ccc(Cl)cc2)n1 | 111 | 102 | 127* | 106 | 101 | 0.1 | 95 | 106
Cc1ccc(C)c(C(=O)CCC(=O)NNC(=O)c2cccs2)c1 | 105 | 97 | 3 | 98 | 99 | -0.2 | 100 | 100
CCn1c(=O)cc(SCC(=O)NCc2ccccn2)c2ccccc21 | 99 | 99 | 2 | 104 | 98 | 0.0 | 99 | 83
COc1cc(C(=O)NCC(=O)NCCN2C(=O)S/C(=C\c3ccccc3Cl)C2=O)cc(OC)c1OC | 98 | 97 | -1 | 103 | 103 | -0.1 | 100 | 110
COc1ccc(OC)c(-c2cc(C(=O)Nc3c(C)n(C)n(-c4ccccc4)c3=O)no2)c1 | 98 | 98 | -9 | 114 | 97 | 0.1 | 99 | 73
COc1ccc(NC(=O)CSc2ccc3ccccc3c2)cc1S(=O)(=O)N1CCCCC1 | 94 | 92 | 0 | 96 | 95 | -0.1 | 94 | 87

Next part
SMILES | CIT2 TOR yeast | RPL19A TOR yeast | AHR activator | MEP2 TOR yeast | AGP1-GFP MLPCN | Efflux pump mplx | LAP4-GFP MLPCN | Yeast superoxide
NC(=O)c1ccsc1NC(=O)COC(=O)c1ccc([N+](=O)[O-])o1 | 90 | 90 | 1 | 78 | 88 | -0.1 | 92 | 123
Cc1csc(=O)n1CCC(=O)OCC(=O)NCc1ccc(F)cc1 | 92 | 101 | -2 | 106 | 103 | 0.1 | 101 | 99
COc1ccc(-c2noc3c2-c2nc(-c4ccccc4F)sc2CC3)cc1 | 91 | 96 | 7 | 88 | 83 | 0.1 | 128 | 96
CSc1ncccc1C(=O)Nc1cc(C)ccn1 | 101 | 103 | 3 | 111 | 97 | 0.0 | 88 | 102
CC(C)CC(NC(N)=O)C(=O)OCC(=O)NC(=O)NC1CCCC1 (configuration not stated) | 95 | 99 | -1 | 107 | 103 | 0.0 | 99 | 109
CCOc1ccc2nc(NC(=O)c3ccccn3)sc2c1 | 108 | 105 | -8 | 103 | 86 | 0.1 | 113 | 107
CC(C)n1cc(CN2CCC(C(=O)Nc3cccc(-c4cccc(Cl)c4)c3)CC2)cn1 | 97 | 106 | 16 | 98 | 96 | 0.0 | 92 | 102
CC(=O)c1ccc(N2CCN(C(=O)CCC(=O)Nc3ccc4nc(N5CCN(C)CC5)cc(C)c4c3)CC2)cc1 | 99 | 99 | 1 | 104 | 95 | 0.0 | 90 | 99
COc1ccc(-c2nnc(NC(=O)C3CC3)o2)cc1 | 97 | 99 | 16 | 98 | 96 | -0.1 | 94 | 101
Cc1nc(C)n(C(C)CNC(=O)c2ccccc2)n1 (configuration not stated) | 101 | 99 | nt | 105 | 98 | 0.0 | 89 | 94
COc1ccc(-c2cn[nH]c2N)cc1OC | 102 | 98 | 1 | 96 | 103 | -0.1 | 106 | 103

Compound activity deposited in PubChem by several laboratories.
